Assay outcomes as filed in PubChem.
IDE act: human IDE activators in live cells, primary screen, fluorescence polarization, HEK cells, FAbeta-B substrate; FAbeta-B cleavage; 0% vehicle, 100% cell-free pure enzyme wells; activation, % at 5.96 µM; 0.073% of 340,000 active; AID 493087, 2011;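 active = activation above the mean of all tested compounds plus 3 SD, set per screening campaign, cut at about 17% in these data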
Target sequence (P14735 whole entry, looked up): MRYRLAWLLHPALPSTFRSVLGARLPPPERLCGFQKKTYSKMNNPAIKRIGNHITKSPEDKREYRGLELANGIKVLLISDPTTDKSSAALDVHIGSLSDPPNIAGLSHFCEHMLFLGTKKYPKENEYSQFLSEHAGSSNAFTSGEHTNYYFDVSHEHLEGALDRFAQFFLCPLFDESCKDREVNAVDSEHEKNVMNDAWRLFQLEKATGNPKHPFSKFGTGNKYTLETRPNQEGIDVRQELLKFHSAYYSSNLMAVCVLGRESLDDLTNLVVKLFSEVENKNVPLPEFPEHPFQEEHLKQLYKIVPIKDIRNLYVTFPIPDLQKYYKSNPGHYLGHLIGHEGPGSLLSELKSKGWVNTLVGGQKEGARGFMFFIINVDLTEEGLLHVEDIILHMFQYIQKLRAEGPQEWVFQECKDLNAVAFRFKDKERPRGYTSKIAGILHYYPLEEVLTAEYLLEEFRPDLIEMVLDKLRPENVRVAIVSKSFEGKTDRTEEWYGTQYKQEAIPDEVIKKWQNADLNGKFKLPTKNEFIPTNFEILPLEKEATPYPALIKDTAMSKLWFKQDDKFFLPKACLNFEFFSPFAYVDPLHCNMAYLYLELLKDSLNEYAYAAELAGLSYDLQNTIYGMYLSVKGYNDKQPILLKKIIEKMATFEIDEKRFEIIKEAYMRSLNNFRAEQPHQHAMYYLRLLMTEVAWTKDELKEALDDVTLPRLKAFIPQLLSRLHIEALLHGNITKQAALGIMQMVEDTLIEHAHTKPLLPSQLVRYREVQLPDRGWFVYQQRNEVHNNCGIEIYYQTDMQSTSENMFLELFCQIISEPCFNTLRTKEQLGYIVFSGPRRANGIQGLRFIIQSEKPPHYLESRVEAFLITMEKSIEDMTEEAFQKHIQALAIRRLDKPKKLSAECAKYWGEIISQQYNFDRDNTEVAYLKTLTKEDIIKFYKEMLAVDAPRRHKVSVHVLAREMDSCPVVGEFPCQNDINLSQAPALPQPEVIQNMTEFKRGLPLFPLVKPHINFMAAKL
Starred values were filed as active, the others as inactive. Some of the compounds tested; count on the stated rates, not on these rows.

Cc1ccc(C(=O)NNC(=O)Cn2ccc(C(F)(F)F)n2)o1
  IDE act: 0
CC1CCCCN1C(=O)COC(=O)c1cc(Cl)c2c(c1)OCO2 (configuration not stated)
  IDE act: -1
C[C@H](NC(=O)c1ccco1)C(=O)Nc1nnc(SCc2ccccc2)s1
  IDE act: 2
C=C(C)c1cc2c(ccc3ccc(=O)oc32)o1
  IDE act: -1
CCc1cc(C(=O)N(CC(C)C)c2c(N)n(Cc3ccccc3)c(=O)[nH]c2=O)sc1C
  IDE act: 4
CCOC(=O)[C@H]1[C@H]2COc3ccc(OC)cc3[C@@H]2N2C(=O)CN(Cc3ccc(OC)cc3)C(=O)[C@@]12C
  IDE act: -2
CC(OC(=O)CCC(=O)c1ccc(Cl)s1)C(=O)NC1(C#N)CCCCC1 (configuration not stated)
  IDE act: 4
O=C(NCC1CCCO1)c1cc(-c2ccncc2)nc2ccccc12 (configuration not stated)
  IDE act: 4
Cc1ccc(S(=O)(=O)N2C[C@@H]3c4ccccc4N(S(=O)(=O)c4ccc(C)cc4)[C@@H]3[C@@H](C)C2CC(=O)c2ccccc2)cc1 (some centres not stated)
  IDE act: 6
COc1ccccc1C(=O)c1ccccc1C(=O)c1ccccc1
  IDE act: -1
CCOC(=O)OCC(=O)C1(O)CCC2C3CCC4=CC(=O)CCC4(C)C3C(O)CC21C (configuration not stated)
  IDE act: -3
Cc1ccccc1C(=O)O
  IDE act: 4
Cc1nnc2n(C)c(=O)c3c4c(sc3n12)COC(C)(C)C4
  IDE act: 8
C[C@@]12C(=O)Nc3ccc(Br)cc3C(=O)N1[C@H]1c3ccccc3OC[C@@H]1[C@@H]2c1ccccc1
  IDE act: 5
COc1cc(CCC(=O)Nc2ccc(C)c(S(=O)(=O)N3CCCCCC3)c2)cc(OC)c1OC
  IDE act: 2

Cc1cc(C)c(C)c(S(=O)(=O)N(C)CCc2ccccn2)c1C
  IDE act: 2
COC(=O)Nc1nc2ccc(SC(C)C)cc2[nH]1
  IDE act: 8
N#Cc1cccc(S(=O)(=O)NNC(=O)C23CC4CC(CC(C4)C2)C3)c1
  IDE act: -2
COc1cc(CCC(=O)OCC(=O)NCCc2ccc(S(N)(=O)=O)cc2)cc(OC)c1OC
  IDE act: 0
Cc1cc(OCC(=O)OCC(=O)N(C)c2c(N)n(Cc3ccccc3)c(=O)[nH]c2=O)ccc1Cl
  IDE act: 1
Cc1ccc(C)c(S(=O)(=O)N2CCCC2CNC(=O)c2ccc([N+](=O)[O-])cc2)c1 (configuration not stated)
  IDE act: 4
COC(=O)C1CCN(C(=O)c2cc(S(=O)(=O)N3CCCCC3)ccc2Cl)CC1
  IDE act: 4
COc1cccc2sc3cc(NCCCN4CCOCC4)ccc3c(=O)c12
  IDE act: -1
CCN(C(=O)CSc1nc2ccc(Cl)cc2[nH]1)C1CCS(=O)(=O)C1 (configuration not stated)
  IDE act: 1
CCOc1ccccc1-c1nnc(SCC(=O)NC2(C#N)CCCC2)o1
  IDE act: -3
Cc1cc(C)c(NC(=O)CNC(=O)COC(=O)/C=C/c2cccs2)c(C)c1
  IDE act: 1
C#CCOCCOCCOCCNc1nc(N2CCN(C(=O)C([C@@H](C)O)n3cc([C@@H](N)CCCCN)nn3)CC2)nc(N2CCN(C(=O)[C@H](CC(N)=O)n3cc(C(N)[C@@H](C)CC)nn3)CC2)n1 (some centres not stated)
  IDE act: 0
COc1ccc(C(=O)CN2C(=O)NC3(CCc4ccccc43)C2=O)c(OC)c1 (configuration not stated)
  IDE act: 1
CCN(CC(=O)Nc1ccc(NC(C)=O)cc1)C(=O)C1CC(=O)N(CCc2ccc(OC)c(OC)c2)C1 (configuration not stated)
  IDE act: 13
O=C(CCc1ccc(S(=O)(=O)N2CCOCC2)cc1)Nc1ccc(F)c(F)c1F
  IDE act: -1

O=C(c1ccc(F)cc1)c1ccc(OCC(=O)N2CCOCC2)cc1
  IDE act: -1
COC(=O)c1ccc(CSc2ccc3nnc(-c4ccc(OC)c(OC)c4)n3n2)o1
  IDE act: -5
O=C(NCCCN1CCOCC1)c1cc(-c2ccc(F)cc2)nc2ccccc12
  IDE act: 1
O=C(COc1ccccc1O)NC1CCCC1
  IDE act: -1
c1cc2c3c(cccc3c1)NN=N2
  IDE act: 1
Cn1cccc1C(=O)NC(=O)COC(=O)c1ccc(S(C)(=O)=O)c([N+](=O)[O-])c1
  IDE act: 3
O=C(CSc1nccn(-c2ccc(Br)cc2)c1=O)NCc1ccccc1
  IDE act: -3
COc1ccc(CCNC(=O)COC(=O)c2cccn2C)cc1
  IDE act: -4
CSc1ccc(Cl)c(C(=O)N(C)CC(=O)Nc2ccc(N3CCOCC3)cc2)c1
  IDE act: 1
NCCCC[C@@H](C(=O)N1CCNCC1)n1cc([C@@H](N)CC(N)=O)nn1
  IDE act: 1
CC(=O)NC1C(O)OC(CO)C(O)C1O (configuration not stated)
  IDE act: 1
CN(CC(=O)Nc1ccccc1Cl)CC(=O)N(C)c1c(N)n(Cc2ccccc2)c(=O)[nH]c1=O
  IDE act: 1
CCN1C(=O)CC(SC2CC(=O)N(CC)C2=O)C1=O (configuration not stated)
  IDE act: 2
CCn1c(COC(=O)CNC(=O)c2ccccc2)nc2cc(S(=O)(=O)N(C)C)ccc21
  IDE act: 0
CCOC(=O)C1=CN(Cc2cccc(F)c2)S(=O)(=O)NC1CCc1ccccc1 (configuration not stated)
  IDE act: 3

CCN1C(=O)[C@H]2[C@@H](c3ccc(-c4ccccc4)cc3)N[C@@](CC(C)C)(C(=O)OC)[C@H]2C1=O
  IDE act: 6
Nc1nnc2cc(Cl)ccc2n1
  IDE act: 4
Cc1cc(CSc2ccc(Cl)cc2)ccc1N
  IDE act: 5
CC(C)n1ncc2c(C(=O)N3CCN(c4ccc(F)cc4)CC3)cc(-c3ccccc3)nc21
  IDE act: -3
COc1cccc(/C=C/C(=O)NNC(=O)c2cc(C)oc2C)c1
  IDE act: 3
Cc1onc(-c2c(F)cccc2Cl)c1C(=O)Nc1cccc(S(=O)(=O)NC2=NCCC2)c1
  IDE act: -2
Cc1cccc(OCC(=O)OCC(=O)N2CCCc3ccccc32)c1C
  IDE act: 0
CCOC(=O)c1ccccc1NC(=O)CN1C(=O)NC(C)(CCc2ccccc2)C1=O (configuration not stated)
  IDE act: 2
CNC[C@@H]1Oc2ccc(NC(=O)Nc3c(C)noc3C)cc2CC(=O)N([C@H](C)CO)C[C@H]1C
  IDE act: 3
CCc1cccc(C)c1NC(=O)COC(=O)Cn1c(C)csc1=O
  IDE act: 6
COc1ccc2c(c1)OC[C@H]1[C@H]2N2C(=O)c3cc(Cl)ccc3NC(=O)[C@@]2(C)[C@H]1c1ccccc1
  IDE act: 2
O=C(c1ccc(S(=O)(=O)Nc2ccccc2)cc1)N1CCC1
  IDE act: -2
COc1ccc(C)cc1NC(=O)c1ccc2c(c1)C(=O)N(Cc1ccncc1)C2=O
  IDE act: -2
CCN(CC)C(=O)[C@H]1CC(CC(=O)NCCCn2ccnc2)C(=O)N2CCc3c([nH]c4ccc(OC)cc34)[C@]12C (some centres not stated)
  IDE act: 2
CCCN(CC(=O)Nc1ccccc1OC)C(=O)c1cccc(S(=O)(=O)Nc2ccc(OC)cc2)c1
  IDE act: 3

COc1cc2c3c(n(C)c(=O)c2cc1OC)-c1cc2c(cc1C3=O)OCO2
  IDE act: 4
COc1ccc(-c2csc(C(C#N)=C(O)CSc3nccn3C)n2)cc1OC
  IDE act: 3
O=C1CC(NS(=O)(=O)c2ccc(F)cc2)CN1c1ccc2c(c1)OCCO2 (configuration not stated)
  IDE act: -2
O=S(=O)(NC1CC1)c1ccc(Br)cc1N1CCC[C@H]1CO
  IDE act: -1
O=C(C1CC1)N1CCc2cc(Br)c(S(=O)(=O)N3CCCCCC3)cc21
  IDE act: -4
CCOC(=O)c1ccc(S(=O)(=O)N2CCC(C(=O)NCc3ccccc3OC)CC2)cc1
  IDE act: 4
Nc1c(N(CCCO)C(=O)C2CCCCC2)c(=O)[nH]c(=O)n1Cc1ccccc1
  IDE act: 1
Nc1ncnc2c1ncn2[C@@H]1O[C@H](CN=C2NS(=O)(=O)c3ccccc32)[C@@H](O)[C@H]1O
  IDE act: 4
O=C(CN1C(=O)c2ccccc2C1=O)NC(Cc1ccccc1)C(=O)O (configuration not stated)
  IDE act: 6
C/C(=N\OCC(=O)OCC(=O)N(Cc1ccccc1)C(C)(C)C)c1ccc2c(c1)OCO2
  IDE act: 2
CCOC(=O)c1c(NC(=O)C(C)OC(=O)c2ccc(NC(=O)CC#N)cc2)sc2c1CCCC2 (configuration not stated)
  IDE act: 4
CC[C@H]1CN2CCc3cc(OC)c(OC)cc3C2C[C@@H]1C[C@H]1NCCc2cc(OC)c(OC)cc21 (some centres not stated)
  IDE act: 2
Cc1ccsc1C(=O)N(C)CC(=O)Nc1ccccc1Br
  IDE act: 4
CC(=O)C1(O)C(C)CC2C3CC(F)C4(O)CC(O)CCC4(C)C3CCC21C (configuration not stated)
  IDE act: 0
CS(=O)(=O)c1ccc(Cl)c(NC(=O)CSc2nc3ccccc3c(=O)n2Cc2ccco2)c1
  IDE act: 6

Exported as tab-separated lines: six of the compounds above
Compound	IDE act
O=C(CN1C(=O)c2ccccc2C1=O)NC(Cc1ccccc1)C(=O)O (configuration not stated)	6
C/C(=N\OCC(=O)OCC(=O)N(Cc1ccccc1)C(C)(C)C)c1ccc2c(c1)OCO2	2
CCOC(=O)c1c(NC(=O)C(C)OC(=O)c2ccc(NC(=O)CC#N)cc2)sc2c1CCCC2 (configuration not stated)	4
CC[C@H]1CN2CCc3cc(OC)c(OC)cc3C2C[C@@H]1C[C@H]1NCCc2cc(OC)c(OC)cc21 (some centres not stated)	2
Cc1ccsc1C(=O)N(C)CC(=O)Nc1ccccc1Br	4
CC(=O)C1(O)C(C)CC2C3CC(F)C4(O)CC(O)CCC4(C)C3CCC21C (configuration not stated)	0

Further entries
COc1cccc2c1C(=N)c1c(O)c3c(c(O)c1C2=O)CC(O)(C(C)=O)CC3OC1CC(N)C(O)C(C)O1 (configuration not stated)
  IDE act: 5
Cc1ccc(NC(=O)CN(C)C(=O)COc2cccc3ccc(C)nc23)cc1
  IDE act: -4
Oc1ccc(C23CCCC2C2(CCCC2)c2ccc(O)cc2O3)c(O)c1 (configuration not stated)
  IDE act: 2
COc1cccc(CC(=O)OCC(=O)NCCc2ccc(F)cc2)c1
  IDE act: 5
CC1CCCCC1NC(=O)COC(=O)CN1C(=O)c2ccccc2C1=O (configuration not stated)
  IDE act: 8
COc1cc(Cl)c(C)cc1NC(=O)CC1SC(N2CCOCC2)=NC1=O (configuration not stated)
  IDE act: 4
CC1(C(=O)OCC(=O)Nc2cc(S(=O)(=O)N3CCOCC3)ccc2Cl)CC1(Cl)Cl (configuration not stated)
  IDE act: 3
O=C(O)CCc1ccc(S(=O)(=O)Nc2cc(C(F)(F)F)ccc2N2CCCC2)cc1
  IDE act: 2
CN(CC(=O)Nc1c(Cl)cccc1Cl)C(=O)CCNS(=O)(=O)c1ccccc1C(F)(F)F
  IDE act: 3
CC(OC(=O)COc1ccc(Nc2ccccc2)cc1)C(=O)N(C)c1ccccc1 (configuration not stated)
  IDE act: -3
O=C(CN1C(=O)NC2(CCCC2)C1=O)OCCOc1ccc(F)cc1
  IDE act: 1
CC(C)(C)OC(=O)NCCCCCNC(=O)c1[nH]cnc1C(=O)N[C@@H](Cc1ccccc1)C(=O)OC(C)(C)C
  IDE act: 8
O=C1CCC[C@@H]2C[C@@]3(C[C@@H]4CCN1[C@H]24)Nc1cc(Cl)ccc1NC3=NCc1ccccc1
  IDE act: -1
CC(OC(=O)CCN=C1NS(=O)(=O)c2ccccc21)C(=O)c1ccccc1 (configuration not stated)
  IDE act: 11
N#Cc1ccc(OCC(=O)N2CCN(S(=O)(=O)c3ccc(Cl)s3)CC2)cc1
  IDE act: 1

O=C1c2cc(S(=O)(=O)N(CCO)CCO)ccc2-c2ccc(S(=O)(=O)N(CCO)CCO)cc21
  IDE act: 5
Cc1onc(-c2ccccc2)c1C(=O)NCCCc1ccccc1
  IDE act: 2
CC12CCC(=O)N1C(C(=O)NNC(=O)c1ccccc1)CS2 (configuration not stated)
  IDE act: -5
COc1ccc(C(CNC(=O)c2oc3ccccc3c2C)N2CCCC2)cc1 (configuration not stated)
  IDE act: 3
CN(C(=O)COC(=O)Cc1c(Cl)cccc1Cl)C1CCS(=O)(=O)C1 (configuration not stated)
  IDE act: 2
CN(CC(=O)Nc1cccc(F)c1)C(=O)c1ccccc1Cc1ccccc1
  IDE act: -3
CCCCN1C(=N)N([C@@H](C)CN2CCC[C@H]2CN2C(N)=NC[C@@H]2Cc2ccccc2)C[C@H]1Cc1ccccc1
  IDE act: 7
O=C(Nc1ccncc1)c1cc(-c2cccc(Br)c2)nc2ccccc12
  IDE act: 5
COc1ccccc1C(=O)NCC(=O)OCC(=O)c1cccc2ccccc12
  IDE act: 5
CC(=O)c1c(C)[nH]c(C(=O)CN2C(=O)NC(C)(C)C2=O)c1C
  IDE act: 1
COCCN(C(=O)CSc1nnc(-c2ccncc2)n1C)c1c(N)n(CC(C)C)c(=O)[nH]c1=O
  IDE act: 6
Cc1ccc(CNC(=O)CSc2nnc3n2CCCCC3)cc1
  IDE act: 3
CCN(CC(=O)Nc1ccc(OC)cc1)C(=O)CSCc1c(C)noc1C
  IDE act: -4
COc1cc(/C=C/C(C)=NNc2ccccc2)ccc1O
  IDE act: -2
Cc1cccc(NC(=O)CN(C)C(=O)/C=C/c2ccccc2)c1C
  IDE act: 1

Cc1cccc2c1CCCC2=O
  IDE act: -3
COc1ccccc1C(=O)NCC(=O)NNC(=O)c1cccs1
  IDE act: -3
CC(C)(C)CC(C)(C)SSc1n[nH]c(=S)s1
  IDE act: -9
Cc1ccc(SCC(=O)OCC(=O)N(CC(C)C)c2c(N)n(Cc3ccccc3)c(=O)[nH]c2=O)c(C)c1
  IDE act: 5
CC1(C)CC(=O)C2=C(C1)N(c1ccccc1)C(=O)C(C(=O)OCc1ccccc1)C2 (configuration not stated)
  IDE act: 3
CC(C)C(NC(=O)c1ccccc1F)C(=O)NCC(c1ccco1)N1CCCCC1 (configuration not stated)
  IDE act: -4
COC(=O)c1ccc(C)cc1
  IDE act: 6
CN(CC(=O)Nc1cccc(F)c1)C(=O)c1cccc2ccccc12
  IDE act: -1
